ATXN viability = cell viability loss in ATXN counter-screen; S2 cells (HEK-293 line with an ATXN2-luciferase reporter) viability, CellTiter-Fluor protease fluorescence, 24 h; Potency, µM (series often up to 56.7 µM), usual class: cytotoxic; hit rate 0.49% among 400,000; AID 651635; note: potency is the fitted concentration of half-maximal effect; nearly all actives have a fitted effect of over 40% in size
SW480 rerep = inducers of DNA re-replication in SW480 colon cancer cells | SW480 DNA re-replication, Hoechst DNA content imaging, 48 h | hit rate 1.8% among 340,000 | Potency, µM (titrated, usually from 46.1 µM), for the others: at the highest dose re-replication activation, most hits filed as activators; note: potency is the fitted concentration of half-maximal effect; % of control where 0% means no effect; nearly all actives have a fitted effect of over 55% in size
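Per well, 250 cells were exposed to pinned compound for 48 hr. Nuclear DNA was visualised with Hoechst (40 min, 37 C) and total object intensity recorded by fluorescence scanning.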
KB-3-1 cytotox = KB-3-1 parental cell cytotoxicity; Potency, µM (doses to about 46.1 µM), without a hit: at the top dose activity change, negative = cytotoxic, usual class: cytotoxic; hit rate 1.4% among 400,000; KB-3-1 viability, CellTiter-Glo ATP luminescence, 72 h; note: potency is the fitted concentration of half-maximal effect; % is set by controls: 0 for no effect and ±100 for the full control effect; nearly all actives have a fitted effect of over 60% in size
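Cytotoxicity in the drug-sensitive parental line KB-3-1 was scored as loss of CellTiter-Glo luminescence following 72 h incubation with compound. Values come from curve fitting of normalized concentration-response data.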
MCF10A rerep = inducers of DNA re-replication in MCF 10A breast cells | MCF 10A DNA re-replication, Hoechst nuclear intensity, 48 h | AID 624296 | hit rate 2.9% among 350,000 | Potency, µM (titrated, usually from 46.1 µM), for the others: at the top dose activity, positive = re-replication, usual class: activators; note: potency is the fitted concentration of half-maximal effect; % of control where 0% means no effect; nearly all actives have a fitted effect of over 50% in size
HepG2 viability = counter-screen for TGF-b inhibitors: cytotoxicity in HepG2 cells; HepG2 CAGA-GFP viability, ATP luminescence, 18 h; Potency, µM (series often up to 46.1 µM), inactives show at the top dose activity change, negative = cytotoxicity, actives largely listed as cytotoxic; hit rate 0.76% among 410,000; note: potency is the fitted concentration of half-maximal effect; some results filed as inactive show a strong effect at the top dose
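HepG2 CAGA-GFP cells (1000/well, DMEM with 1% FBS) received compound, then TGF-beta at 500 pg/mL final, and were incubated 18 hours at 37 degrees C. Viability was read by CellTiter-Glo luminescence. Media-only wells were set as complete cell-killing and DMSO as no toxicity.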
HT1080NT lethal = kills 2HG-producing HT-1080-NT fibrosarcoma cells. AID 686970. hit rate 1.6% among 360,000. Potency, µM (doses to about 46.1 µM), for the others: at the top dose activity, negative = less viability, actives largely listed as cytotoxic. HT-1080-NT fibrosarcoma viability, CellTiter-Glo ATP luminescence, 48 h;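 note: NT is the 2HG producing partner of a matched IDH1 knockdown line; potency is the fitted concentration of half-maximal effect; 0% = DMSO-treated cells and -100% = media-only wells without cells; nearly all actives have a fitted effect of over 55% in size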
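Read-out is CellTiter-Glo luminescence after 10 minutes at room temperature, following 48 hours' compound treatment of HT-1080-NT cells (750 cells/well, RPMI, 5% FBS, 37 degrees C).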
HT1080 IDH1KD tx = toxicity to HT-1080 IDH1 knockdown cells (counter line). Potency, µM (series often up to 46.1 µM), for the others: at the top dose activity, negative = toxicity, usual class: cytotoxic. AID 686971. hit rate 2% among 360,000. HT-1080 IDH1 knockdown viability, ATP luminescence, 48 h;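 note: potency is the fitted concentration of half-maximal effect; 0% = DMSO wells and -100% = cell-free medium wells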
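% activity derives from luminescence (CellTiter-Glo), normalised to DMSO and no-cell wells. HT-1080-IDH1KD cells, 750/well, had 48 h compound exposure at 37 °C.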
IL-1B inflam inh = blocks inflammasome-driven IL-1 beta release | hit rate 4.7% among 360,000 | activity change, % at 57.5 µM | AID 743279 | THP-1 LPS/ATP IL-1B secretion, AlphaLISA, 16 h; hits give low values; in the data active = activity change below about -50%; inconclusive = mostly about -30% to -49%; note: % is set by controls: 0 for no effect and ±100 for the full control effect
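Secreted IL-1B measured by AlphaLISA bead assay after 16 h compound exposure of THP-1 cells; compounds (final up to 57.5 uM) added 1 h before LPS (250 ng/mL) and ATP (1.25 mM) stimulation; lower signal means less secretion.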
ATXN2 expr inh = inhibitors of ATXN2 expression. HEK-293 ATXN2-luciferase reporter, luminescence, 24 h. Potency, µM (titrated, usually from 57 µM), inactives show at the highest dose activity change, negative = inhibition, most hits filed as inhibitors. hit rate 0.72% among 360,000; note: potency is the fitted concentration of half-maximal effect; % is set by controls: 0 for no effect and ±100 for the full control effect; nearly all actives have a fitted effect of over 55% in size
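ATXN2-luciferase reporter cells (luciferase flanked by upstream and downstream ATXN2 gene portions) were treated 24 h at 37 °C with compounds at up to 57 uM. SteadyGlo luminescence gave expression; GF-AFC fluorescence gave viability.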
* marks the source's active call; other numbers are inactive results; i = inactive; ? = inconclusive; . = no result given; & = joins results of further samples; ! = not confirmed by another sample; [ ] = remark or other dose. Unless noted, calls come from the whole dose curve; as a rule, active = well fitted curve in the direction sought with a large enough effect; inconclusive = small, poorly fitted or top-dose-only effect, or another doubt; inactive = no such curve, though single readings can be large; an effect the other way counts as inactive or inconclusive.

SMILES	ATXN viability	SW480 rerep	KB-3-1 cytotox	MCF10A rerep	HepG2 viability	HT1080NT lethal	HT1080 IDH1KD tx	IL-1B inflam inh	ATXN2 expr inh
O=C(COc1cccnc1[N+](=O)[O-])NC1CCS(=O)(=O)C1 (configuration not stated)	i	-1%	2%	-5%	9%	18%	23%	13	-7%
CN1C(=O)C(O)(C2COC(C)(C)CC2=O)c2ccccc21 (configuration not stated)	i	5%	0%	0%	3%	18%	17%	32	-1%
Cc1cc2c(C)c(C)c(=O)[nH]c2cc1N	i	-9%	-9%	0%	-2%	-17%	-22%	98	23%
CCCCOc1ccc(C(=O)N/C(=C/C=C/c2ccccc2)C(=O)N2CCOCC2)cc1	?	5%	-15%	?	2%	-8%	-9%	-18	15%
CC1(C)CC(=O)C=C(c2ccc(CO)cc2)C1=O	i	.	13%	.	-3%	1%	2%	2	8%
COc1ccc(Br)cc1CN(C)CC(=O)Nc1cc(Cl)cc(Cl)c1	?	15%	-25%	?	14%	0%	-1%	?	-20%
COc1ccc(C2CC(c3cccc(F)c3)=NN2c2ccc(S(N)(=O)=O)cc2)cc1 (configuration not stated)	.	2.3µM*	?	2.1µM*	-98%	-11%	-15%	-19	?
N#CCCN(Cc1cccs1)C(=O)c1ccc(Cl)cc1	i	-6%	?	-8%	-5%	-2%	-1%	0	.
Cc1cc(=O)oc2ccc(OC(=O)CN3C(=O)c4cccc([N+](=O)[O-])c4C3=O)cc12	i	?	27%	6%	-42%	-5%	-9%	0	3%
Cc1cccc(OCCn2c(=O)oc3ccc(C)cc32)c1	i	4%	-4%	-3%	-7%	-4%	-1%	-1	17%[11.3 µM]
S=c1[nH]ccn1-c1ccccc1Cl	i	-13%	14%	1%	-10%	22%	19%	-16	-12%
O=C(Nc1ccc(Cl)cc1)c1cc(Br)ccc1OCC(=O)N1CCOCC1	i	?	.	?	-30%	0%	5%	-92*	-24%
CCC(=O)Nn1cnc2c(c1=O)C1(CCCCC1)Cc1ccccc1-2	i	2%	-1%	29%	-3%	4%	-10%	-1	1%
CCn1c2ccccc2c2nnc(SCC(=O)Nc3ncccn3)nc21	i	-4%	?	12%	-7%	-9%	-1%	9	-6%
COc1cc2ccc(CC(N)=O)cc2cc1OC	i	.	15%	.	-8%	6%	12%	-27	.
COc1ccc(F)cc1CN1CCN(c2ncnc3scc(-c4ccccc4)c23)CC1	i	5%	?	?	-28%	-23%	?	.	-24%
COc1ccc(NC2=CC(c3ccc(F)cc3)N(c3ccc(OC)cc3)C2=O)cc1 (configuration not stated)	?	3%	-14%	15%	0%	6%	11%	3	-5%
COc1ccc(CCNC(=O)c2ccccc2NC(=O)c2ccco2)cc1OC	?	7%	-4%	0%	-23%	13%	2%	-14	-6%
CC1CC(C)CN(C(=O)C2CCN(C(=O)Nc3ccccc3)CC2)C1 (configuration not stated)	i	6%	2%	4%	-4%	-11%	-6%	0	-4%
Cc1c(NC(=O)CSc2ccc(Cl)cc2)c(=O)n(-c2ccccc2)n1C	i	-53%[inhibitor]	?	-2%	-39%	0%	6%	-4	.
CCn1cc(S(=O)(=O)c2ccc(C)cc2)c(=O)c2cc(F)c(N3CCN(C)CC3)cc21	i	-2%	-1%	1%	-6%	-1%	-1%	4	-13%
O=C(NNC(=O)c1cccc(C(F)(F)F)c1)c1ccc(-n2cnnn2)cc1	i	-3%	2%	2%	3%	-20%	-12%	22	-14%
O=C(C1=NN[C@@H]2C(=O)N(c3cccc(C(F)(F)F)c3)C(=O)[C@H]12)c1cnccn1	i	-21%	-9%	-2%	32%	21%	14%	10	19%
Oc1c(Br)cc(Br)cc1CNc1ccccn1	i	-10%	5%	0%	-15%	-20%	-22%	-29	37%
O=C(CN(c1ccc(Cl)cc1)S(=O)(=O)c1ccccc1)N/N=C/c1ccco1	i	3%	0%	20%	-3%	-12%	-8%	-20	2%

Continued, starting with the last 6 of the part before.
SMILES	ATXN viability	SW480 rerep	KB-3-1 cytotox	MCF10A rerep	HepG2 viability	HT1080NT lethal	HT1080 IDH1KD tx	IL-1B inflam inh	ATXN2 expr inh
Cc1c(NC(=O)CSc2ccc(Cl)cc2)c(=O)n(-c2ccccc2)n1C	i	-53%[inhibitor]	?	-2%	-39%	0%	6%	-4	.
CCn1cc(S(=O)(=O)c2ccc(C)cc2)c(=O)c2cc(F)c(N3CCN(C)CC3)cc21	i	-2%	-1%	1%	-6%	-1%	-1%	4	-13%
O=C(NNC(=O)c1cccc(C(F)(F)F)c1)c1ccc(-n2cnnn2)cc1	i	-3%	2%	2%	3%	-20%	-12%	22	-14%
O=C(C1=NN[C@@H]2C(=O)N(c3cccc(C(F)(F)F)c3)C(=O)[C@H]12)c1cnccn1	i	-21%	-9%	-2%	32%	21%	14%	10	19%
Oc1c(Br)cc(Br)cc1CNc1ccccn1	i	-10%	5%	0%	-15%	-20%	-22%	-29	37%
O=C(CN(c1ccc(Cl)cc1)S(=O)(=O)c1ccccc1)N/N=C/c1ccco1	i	3%	0%	20%	-3%	-12%	-8%	-20	2%
CCC(=O)OCc1c(C(F)(F)F)nn(C)c1Sc1ccc(Cl)cc1	.	-9%	-4%	12%	-5%	-3%	0%	23	.
CC(C)C(NC(=O)OCc1ccccc1)C(=O)O (configuration not stated)	i	-2%	12%	1%	-4%	?	17%	0	-2%
CN1CCN(CCCNC(=O)CCCOc2cc(=O)n(C)c3ccccc23)CC1	i	-11%	1%	2%	-1%	0%	1%	0	38%
N#CC1(NC(=O)COC(=O)CCN=C2NS(=O)(=O)c3ccccc32)CCCCC1	i	0%	-4%	2%	-1%	1%	0%	25	-7%
O=C(c1cc(COc2ccc(F)cc2Cl)on1)N1C[C@H]2CC[C@H]1C2	i	?	4%	14%	0%	-7%	2%	i	28%
COCCCn1c(=O)c2ccccc2n(Cc2cc(C(=O)OC)ccc2OC)c1=O	?	-2%	1%	-6%	-2%	0%	-13%	0	-17%
O=C(CN1CCCCC1)NN(Cc1ccccc1)c1ccccc1	i	-3%	-1%	1%	-3%	1%	0%	4	-15%
C[C@@H]1CN([C@@H](C)CO)C(=O)CCCn2nncc2CO[C@H]1CN(C)S(=O)(=O)c1ccc(Cl)cc1	i	.	-7%	.	6%	-8%	-2%	15	5%
CC(C)N(CCCNC(=O)c1ccc(N2CCCC2=O)cc1)Cc1ccccc1	i	2%	1%	-5%	89%	1%	1%	2	.
COc1ccc(CCNC(=O)Cn2c(-c3nonc3N)nc3ccccc32)cc1OC	?	5%	-2%	?	-20%	0%	1%	-20	-7%
CCN(CC(=O)Nc1cccc(S(N)(=O)=O)c1)Cc1nc2ccccc2c(=O)[nH]1	i	?	0%	?	-8%	6%	1%	8	-6%
CCC(=O)N1CCc2cc(S(=O)(=O)N3CCCC3)ccc21	i	1%	4%	6%	3%	2%	3%	4	.
O=C(Cc1c(F)cccc1Cl)Nc1cc(S(=O)(=O)N2CCCCC2)ccc1N1CCOCC1	i	-106%[inhibitor]	?	-7%	-10%	-12%	-3%	-16	-19%
CCN1C(=O)c2ccc(C(=O)Nc3ccc4c(c3)OCO4)cc2C1=O	i	?	17%	-2%	0%	11%	0%	-17	3%
CC1=CCCC(C)(C)C1/C=C/C(C)=N/NC(=O)c1ccncc1 (configuration not stated)	i	-13%	17%	0%	0%	-18%	-8%	82	-15%
Oc1ccc(-c2csc(Nc3ccccn3)n2)cc1	?	-3%	?	-1%	-13%	?	?	-73*	89%[activator]
CCOc1ccccc1CNC(=O)c1nn(C)c2c1CS(=O)(=O)c1ccccc1-2	i	-12%	16%&0%	?	-23%&-11%	3%	-1%	5	-9%&-9%
O=C(O)/C=C/C(=O)Nc1ccc(Oc2ccccc2)cc1	i	-4%	1%	-37%[inhibitor]	-21%	-1%	1%	.	-21%
CCN(CC)c1ccc(NS(=O)(=O)c2cc3[nH]c(=O)c(=O)[nH]c3cc2C)c(C)c1	i	.	0%	.	-18%	.	.	.	4%
Cn1c(-c2ccc(Br)o2)nc2ccccc21	i	5%	26µM*!	-3%	-64%&-73%	12µM*	18µM*	-2	19%

Of the compounds above, these contain a cyano group:
SMILES	ATXN viability	SW480 rerep	KB-3-1 cytotox	MCF10A rerep	HepG2 viability	HT1080NT lethal	HT1080 IDH1KD tx	IL-1B inflam inh	ATXN2 expr inh
N#CCCN(Cc1cccs1)C(=O)c1ccc(Cl)cc1	i	-6%	?	-8%	-5%	-2%	-1%	0	.
N#CC1(NC(=O)COC(=O)CCN=C2NS(=O)(=O)c3ccccc32)CCCCC1	i	0%	-4%	2%	-1%	1%	0%	25	-7%

No enrichment for hits; about 8.9% have a hit in one of these screens.
